Screening data (PubChem BioAssay)
FLuc counter – counter-screen for miR-21 project: firefly luciferase inhibitors or activators. purified FLuc, Km substrates, luminescence inhibition. Potency, µM (doses to about 57.5 µM), for the others: at the top dose activity change, negative = inhibition, hits mostly inhibitors. 6.9% of 360,000 active. AID 588342;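 note: potency is the fitted concentration of half-maximal effect; plate controls were vehicle for no effect and reference inhibitor for full effect; nearly all actives have a fitted effect of over 55% in size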
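Purified P. pyralis luciferase, 10 nM final, with Km-level 10 uM D-luciferin and 10 uM ATP in 50 mM Tris acetate pH 7.5, 10 mM Mg acetate, 0.01% Tween-20, 0.05% BSA; 6-point qHTS titration about 60 µM downward; luminescence read.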
ELG1 genotoxic – genotoxicity induction in ELG1-luciferase HEK293T cells | Potency, µM (highest dose often 46 µM), for inactives: at the top dose activity change, positive = activation, most hits filed as activators | HEK293T ELG1-luciferase reporter, luminescence, 16 h | AID 504466 | 1.3% of 330,000 active; note: potency is the fitted concentration of half-maximal effect; % of control where 0% means no effect; nearly all actives have a fitted effect of over 60% in size
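Step 1: seed 2,000 HEK293T ELG1-luciferase cells per well. Step 2: add compound or DMSO, incubate 16 hr at 37 °C. Step 3: ONE-Glo, 30 min at room temperature, read luminescence.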
FBPA coupling cs – counter-screen for Giardia aldolase inhibitors: coupling enzyme system; coupling enzyme system counterscreen, AmpLite Red fluorescence; activity change, negative = inhibition, % at 58.2 µM, hits read low; 0.67% of 290,000 active; AID 2472; in the data active = activity change below about -30%; note: % is set by controls: 0 for no effect and ±100 for the full control effect
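First, compound is pin-transferred into glyceraldehyde-3-phosphate coupling-enzyme reagent at 57.5 uM final and held 10 min at RT. Next, substrate, coupling system and AmpLite Red are added. After 20 min RT, fluorescence (525/598 nm) is read.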
uPA surface inh – blocks generation of uPA at the cell surface. Potency, µM (highest dose often 38.3 µM), for the others: at the top dose activity change, negative = inhibition, actives largely listed as inhibitors. AID 540303. cell surface uPA generation assay, qHTS. 0.31% of 330,000 active; active = well fitted inhibition curve with a large enough effect; inconclusive = small, poorly fitted or top-dose-only effect; inactive = no such curve, though single readings can be large or run the other way; tested in mouse RAW 264.7 cells; note: potency is the fitted concentration of half-maximal effect; % is set by controls: 0 for no effect and ±100 for the full control effect; nearly all actives have a fitted effect of over 55% in size
Giardia killer – Giardia lamblia killing. Giardia lamblia trophozoite viability. activity change, % at 7.66 µM, hits read low. 0.15% of 340,000 active. AID 540267; in the data active = activity change below about -80%; inconclusive = between about -30% and that limit;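 note: parasites exposed to compound for two days anaerobically before the ATP read; % is set by controls: 0 for no effect and ±100 for the full control effect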
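Viability, read as ATP luminescence: trophozoites at 100 cells/well, compound added, 48 hrs anaerobic at 37 deg C, then 15-30 min room-temperature development before reading.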
Rab9 promoter act – activators of Rab9 promoter | AID 485297 | Huh7 Rab9 promoter-luciferase reporter, luminescence, 24 h | Potency, µM (series often up to 9.22 µM), for the others: top-dose activation, negative = inhibition, most hits filed as activators | 2.8% of 320,000 active; note: potency is the fitted concentration of half-maximal effect; % of control where 0% means no effect; nearly all actives have a fitted effect of over 60% in size
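Rab9 promoter-driven luciferase in stably transfected Huh7 cells; 1500 cells/well rested 2 h, exposed to compound in DMSO for 24 h at 37 °C, 5% CO2. Luminescence read 10 min after adding luciferase reagent at ambient temperature.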
KCNH2 3.1 inh – KCNH2 3.1 (human) potassium channel inhibition | U2OS KCNH2 3.1, thallium flux FluxOr; stronger effect = lower value | activity change, % (tested at about 1.8 µM) | 0.95% of 340,000 active;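 active = maximum activity change below -70%; inconclusive = maximum activity change from -70% to -50%; inactive = maximum activity change above -50%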;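 note: thallium influx rate constant from kinetic fluorescence after stimulation buffer; % is set by controls: 0 for no effect and ±100 for the full control effect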
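Thallium flux via FluxOr fluorescence (Red40 quencher, 45 min loading) in U2OS cells virally expressing the KCNH2 3.1 isoform (1.77 x 10^8 /mL virus, overnight at 37 C). Rate constants from 2-min kinetic reads post-stimulation, normalised to positive and negative controls.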
RORgamma inh – blocks mouse ROR gamma transcriptional activity | Drosophila S2 Gal4-RORgamma UAS-luciferase reporter, 20 h | Potency, µM (titrated, usually from 53.6 µM), for the others: at the top dose activity change, negative = inhibition, actives largely listed as inhibitors | 5.4% of 310,000 active; note: potency is the fitted concentration of half-maximal effect; % is set by controls: 0 for no effect and ±100 for the full control effect; nearly all actives have a fitted effect of over 60% in size
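Using a luciferase readout, inhibitors were identified by reduced reporter activity in Drosophila cells coexpressing a copper-inducible Gal4–ROR gamma fusion and UAS-driven Photinus luciferase, incubated 20 hr after 700 uM copper sulfate.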
Gal4-VP16 FLuc – inhibits Gal4-VP16 luciferase reporter, ROR gamma counter-screen; Potency, µM (doses to about 53.6 µM), inactives show at the top dose activity, negative = inhibition, usual class: inhibitors; AID 2546; Drosophila S2 Gal4-VP16 UAS-luciferase, luminescence, 20 h; 3.5% of 310,000 active;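 note: Gal4-VP16 expression switched on by copper sulfate through the metallothionein promoter; potency is the fitted concentration of half-maximal effect; % is set by controls: 0 for no effect and ±100 for the full control effect; nearly all actives have a fitted effect of over 50% in size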
NPC1 prom act – NPC1 promoter activation; Huh7 NPC1 promoter luciferase reporter, 24 h; Potency, µM (titrated, usually from 9.22 µM), inactives show at the highest dose activation, actives largely listed as activators; 2.4% of 320,000 active; AID 485313;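 note: potency is the fitted concentration of half-maximal effect; % of control where 0% means no effect; nearly all actives have a fitted effect of over 60% in size; reporter is driven by a mutant NPC1 promoter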
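Compounds in DMSO were transferred onto Huh7 NPC1-luciferase reporter cells pre-incubated 2 h; after 24 h at 37 °C, Amplite reagent was dispensed and luminescence recorded 10 min later.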
Tb PFK inh – T. brucei PFK enzyme inhibition | O15648 | T. brucei PFK, ADP-Glo luminescence | Potency, µM (titrated, usually from 57.5 µM), without a hit: at the highest dose activity, negative = inhibition, actives largely listed as inhibitors | 0.17% of 330,000 active | AID 485367;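 note: potency is the fitted concentration of half-maximal effect; 0% = uninhibited 1x PFK enzyme wells and -100% = no-enzyme wells; nearly all actives have a fitted effect of over 60% in size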
Target sequence (O15648 whole entry, looked up): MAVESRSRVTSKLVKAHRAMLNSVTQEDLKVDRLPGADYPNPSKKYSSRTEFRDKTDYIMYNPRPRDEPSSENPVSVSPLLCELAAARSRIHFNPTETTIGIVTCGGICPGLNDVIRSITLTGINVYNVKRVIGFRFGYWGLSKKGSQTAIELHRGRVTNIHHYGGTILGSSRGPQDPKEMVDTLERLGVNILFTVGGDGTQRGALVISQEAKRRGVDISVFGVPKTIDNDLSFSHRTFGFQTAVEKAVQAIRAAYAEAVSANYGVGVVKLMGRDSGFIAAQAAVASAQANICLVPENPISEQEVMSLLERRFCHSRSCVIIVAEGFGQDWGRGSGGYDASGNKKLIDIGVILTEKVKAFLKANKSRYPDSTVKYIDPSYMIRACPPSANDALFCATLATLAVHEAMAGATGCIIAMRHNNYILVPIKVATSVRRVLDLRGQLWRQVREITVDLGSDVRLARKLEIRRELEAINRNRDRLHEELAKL
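Compounds were pin-transferred as a titration series up to 57 uM into substrate buffer (0.5 mM F6P, 0.1 mM ATP, pH 8.0), then 1.25 nM PFK was added and reactions ran 45 min before ADP-Glo detection.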
Numbers without * were called inactive; ? = inconclusive; · = not tested or not shown. Unless noted, calls come from the whole dose curve; as a rule, active = well fitted curve in the direction sought with a large enough effect; inconclusive = small, poorly fitted or top-dose-only effect, or another doubt; inactive = no such curve, though single readings can be large; an effect the other way counts as inactive or inconclusive.

1	COc1ccccc1CNC(=O)c1ccc(-c2ccccc2Cl)o1
2	CCOc1ccc(C(=O)N(CN2CCCC2=O)c2ccccc2)cc1
3	O=C(/C(=C/c1ccccc1Cl)c1ccccc1)N1CCOCC1
4	COc1cccc(OCc2cc(C(=O)N3CCN(C4CCCC4)CC3)no2)c1
5	CN(C)S(=O)(=O)c1cccc(NC(=O)CSc2nnnn2-c2ccccc2)c1
6	CSc1ncccc1C(=O)Nc1ccc2nc(C)sc2c1
screen / no.	1	2	3	4	5	6
FLuc counter	?	-23.2%	0.2%	-4.7%	0.9%	16.9µM*
ELG1 genotoxic	-2.4%	-7.4%	-0.7%	0.7%	-10.1%	12.4%
FBPA coupling cs	-1.8	-2.1	3.7	·	3.3	-0.9
uPA surface inh	-18.2%	4.7%	1.4%	-4.3%	3.2%	-7.6%
Giardia killer	-19.8	8.9	-3.0	2.7	10.7	6.0
Rab9 promoter act	0.1%	4.2%	-0.1%	-5.2%	4.0%	0.6%
KCNH2 3.1 inh	0.5	-4.8	-0.5	·	-12.7	0.6
RORgamma inh	?	?	3.7%	12.4%	16.1%	13.6%
Gal4-VP16 FLuc	-6.5%	3.4%	-7.3%	-4.8%	7.1%	1.5%
NPC1 prom act	2.9%	-2.1%	1.6%	1.4%	-0.8%	22.8%
Tb PFK inh	17.0%	0.3%	0.0%	-7.6%	2.8%	-0.3%

7	C(=Nc1ccc(N2CCOCC2)cc1)c1c[nH]c2ccccc12
8	Cc1c(NC(=O)C(C)OC(=O)c2cccnc2Cl)c(=O)n(-c2ccccc2)n1C (stereo unspecified)
9	O=C(NCCCN1CCCCC1)C1CCC(=O)N1CCc1ccccc1 (stereo unspecified)
10	O=C(Nc1nccs1)C(c1ccccc1)N1CCCC1 (stereo unspecified)
11	O=C(NC1CCCCCCC1)C1CCC(CNc2c(N3CCCC3)c(=O)c2=O)CC1 (stereo unspecified)
12	COc1ccccc1CNC(=O)c1ccccc1NS(C)(=O)=O
screen / no.	7	8	9	10	11	12
FLuc counter	?	-0.8%	1.7%	-1.2%	5.1%	1.1%
ELG1 genotoxic	10.4%	3.2%	-0.6%	-4.6%	6.6%	-0.5%
FBPA coupling cs	-21.6	·	-0.8	0.6	-1.2	0.7
uPA surface inh	-9.7%	-1.2%	-1.1%	3.9%	8.8%	·
Giardia killer	-14.6	4.2	-8.3	-3.7	-6.5	14.3
Rab9 promoter act	23.9%	1.5%	2.7%	-5.2%	-0.6%	-6.6%
KCNH2 3.1 inh	-0.7	-1.0	10.7	-10.1	4.3	16.7
RORgamma inh	-43.3%	·	7.8%	-24.7%	19.0%	-1.2%
Gal4-VP16 FLuc	-1.2%	·	-4.1%	-1.6%	2.4%	-4.2%
NPC1 prom act	5.0%	-3.3%	-0.2%	-3.1%	1.5%	0.0%
Tb PFK inh	1.6%	-6.6%	0.1%	-2.5%	-0.6%	1.4%

Structural class: the entries above with a carbonyl joined to an NH by a bond outside any ring
1	COc1ccccc1CNC(=O)c1ccc(-c2ccccc2Cl)o1
5	CN(C)S(=O)(=O)c1cccc(NC(=O)CSc2nnnn2-c2ccccc2)c1
6	CSc1ncccc1C(=O)Nc1ccc2nc(C)sc2c1
8	Cc1c(NC(=O)C(C)OC(=O)c2cccnc2Cl)c(=O)n(-c2ccccc2)n1C (stereo unspecified)
9	O=C(NCCCN1CCCCC1)C1CCC(=O)N1CCc1ccccc1 (stereo unspecified)
10	O=C(Nc1nccs1)C(c1ccccc1)N1CCCC1 (stereo unspecified)
11	O=C(NC1CCCCCCC1)C1CCC(CNc2c(N3CCCC3)c(=O)c2=O)CC1 (stereo unspecified)
12	COc1ccccc1CNC(=O)c1ccccc1NS(C)(=O)=O
screen / no.	1	5	6	8	9	10	11	12
FLuc counter	?	0.9%	16.9µM*	-0.8%	1.7%	-1.2%	5.1%	1.1%
ELG1 genotoxic	-2.4%	-10.1%	12.4%	3.2%	-0.6%	-4.6%	6.6%	-0.5%
FBPA coupling cs	-1.8	3.3	-0.9	·	-0.8	0.6	-1.2	0.7
uPA surface inh	-18.2%	3.2%	-7.6%	-1.2%	-1.1%	3.9%	8.8%	·
Giardia killer	-19.8	10.7	6.0	4.2	-8.3	-3.7	-6.5	14.3
Rab9 promoter act	0.1%	4.0%	0.6%	1.5%	2.7%	-5.2%	-0.6%	-6.6%
KCNH2 3.1 inh	0.5	-12.7	0.6	-1.0	10.7	-10.1	4.3	16.7
RORgamma inh	?	16.1%	13.6%	·	7.8%	-24.7%	19.0%	-1.2%
Gal4-VP16 FLuc	-6.5%	7.1%	1.5%	·	-4.1%	-1.6%	2.4%	-4.2%
NPC1 prom act	2.9%	-0.8%	22.8%	-3.3%	-0.2%	-3.1%	1.5%	0.0%
Tb PFK inh	17.0%	2.8%	-0.3%	-6.6%	0.1%	-2.5%	-0.6%	1.4%

Further structures follow.
13	O=C(O)CCCCn1c(SCC(=O)Nc2ccccc2C(F)(F)F)nc2ccsc2c1=O
14	C=CCn1c(O)c(N=NC(=O)CNC(=O)c2ccco2)c2ccccc21
15	O=C1NCCNC1(c1c[nH]c2ccccc12)C(F)(F)F (stereo unspecified)
16	CCCC(=O)Nc1ccc(C(=O)Nc2nc(CC(=O)OCC)cs2)cc1
17	Cn1/c(=N/N=C/c2ccccn2)sc2ccccc21
18	CN(C)c1ccc(C(=O)N2CCN(C(=O)C3CCCO3)CC2)cc1 (stereo unspecified)
19	CS(=O)(=O)CCC(C(=O)OCc1ccc(Cl)cc1)N1C(=O)c2ccccc2C1=O (stereo unspecified)
20	CCCCCN(C(=O)CCC(=O)OCc1cccc(Br)c1)c1c(N)n(CCCC)c(=O)[nH]c1=O
screen / no.	13	14	15	16	17	18	19	20
FLuc counter	?	3.7%	0.6%	15.1µM*	3.79µM*	·	10.9%	0.0%
ELG1 genotoxic	1.7%	1.4%	3.1%	-0.7%	?	0.7%	0.4%	1.2%
FBPA coupling cs	11.6	-0.3	1.2	2.2	-8.3	·	3.5	·
uPA surface inh	1.3%	10µM*	7.9%	-1.3%	-2.7%	-16.1%	0.9%	-2.1%
Giardia killer	0.4	-2.8	0.6	9.7	9.5	7.5	-16.5	14.7
Rab9 promoter act	-5.3%	-10.5%	5.8%	-0.8%	1.12µM*	·	-7.2%	0.4%
KCNH2 3.1 inh	7.7	9.4	2.4	13.3	-0.6	25.5	7.0	-12.6
RORgamma inh	1.3%	0.7%	-11.2%	7.9%	10µM*	·	5.6%	·
Gal4-VP16 FLuc	5.3%	-11.8%	4.1%	2.8%	?	·	7.4%	·
NPC1 prom act	-4.9%	-7.7%	-0.5%	0.9%	2.24µM*	·	1.2%	-3.9%
Tb PFK inh	-1.2%	0.2%	-3.2%	2.5%	-3.8%	0.0%	0.2%	-1.8%
